Pol eta inh – inhibitors of human DNA polymerase eta; Q9Y253; recombinant Pol eta, fluorescent DNA replication assay; Potency, µM (titrated, usually from 114 µM), for the others: top-dose activity change, negative = inhibition, hits mostly inhibitors; AID 588591; actives 1.2% (n = 390,000); note: % is set by controls: 0 for no effect and ±100 for the full control effect
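Fluorescent replication assay: 50 nM final substrate added after a 15 min room-temperature compound preincubation with 10 nM enzyme. Signal taken at 0 min and again at 10 min.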
APEX1 inh – APE1 (human) endonuclease inhibition; AID 2517; recombinant APE1, TAMRA/BHQ-2 abasic DNA cleavage fluorescence; Potency, µM (doses to about 65.8 µM), inactives show at the highest dose activity change, negative = inhibition, actives largely listed as inhibitors; actives 0.35% (n = 350,000); P27695;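 note: plate controls were vehicle for no effect and reference inhibitor for full effect; nearly all actives have a fitted effect of over 55% in size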
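Substrate: short duplex with […] THF abasic site, 5'-TAMRA and 3'-BHQ-2, 50 nM final. APE1 at 0.75 nM, preincubated 15 min RT with compound. Fluorescence increase from first to third read measured activity.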
G9a block – inhibitors of human histone lysine methyltransferase G9a. G9a H3K9 monomethylation, AlphaScreen, 2 h. Potency, µM (titrated, usually from 102 µM), for the others: at the highest dose activity, negative = inhibition, actives largely listed as inhibitors. actives 8.8% (n = 350,000). AID 504332; note: % is set by controls: 0 for no effect and ±100 for the full control effect; nearly all actives have a fitted effect of over 75% in size
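G9a (20 nM) preincubated 15 min RT with compounds, then 500 nM biotinylated H3K9 peptide and 20 uM SAM added; 2 h RT reaction. Monomethyl-H3K9 product detected by AlphaScreen with anti-H3K9me1 antibody, streptavidin donor and anti-rabbit IgG acceptor beads.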
JMJD2A Tudor – blocks the human JMJD2A Tudor domain; AlphaScreen JMJD2A-Tudor / H3K4me3 peptide binding; Potency, µM (series often up to 114 µM), inactives show top-dose activity change, negative = inhibition, hits mostly inhibitors; actives 4.4% (n = 390,000); O75164; AID 504339; note: % is set by controls: 0 for no effect and ±100 for the full control effect; nearly all actives have a fitted effect of over 50% in size
BAZ2B block – BAZ2B (human) inhibition; actives 4.4% (n = 360,000); AlphaScreen BAZ2B-H3K14Ac peptide displacement; Q9UIF8; AID 504333; Potency, µM (highest dose often 114 µM), without a hit: top-dose activity change, negative = inhibition, most hits filed as inhibitors; note: % is set by controls: 0 for no effect and ±100 for the full control effect; nearly all actives have a fitted effect of over 60% in size
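BAZ2B (50 nM) with biotin-H3(5-23)K14Ac peptide (50 nM) in PBS pH 7.4, 0.01% Tween-20, preformed 30 min, then compound 30 min at room temperature; top concentration 110uM. AlphaScreen streptavidin donor/nickel chelate acceptor beads (10 ug/mL final), 20 min dark, signal read.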
POLK inh – inhibitors of human DNA polymerase kappa. Q9UBT6. purified Pol kappa, fluorescent DNA synthesis assay, 10 min. Potency, µM (series often up to 107 µM), inactives show at the top dose activity, negative = inhibition, actives largely listed as inhibitors. actives 0.53% (n = 400,000). AID 588579; note: % is set by controls: 0 for no effect and ±100 for the full control effect
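10 nM Pol kappa preincubated 15 min at room temperature with compounds, then reaction started with substrate at 50 nM final. Fluorescence read kinetically at 0 and 10 min; buffer-only wells served as negative control.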
POLI inh – inhibitors of human DNA polymerase iota. Q9UNA4. Pol iota fluorescent replication assay, 10 min. Potency, µM (top dose mostly 115 µM), for the others: at the highest dose activity, negative = inhibition, most hits filed as inhibitors. actives 1% (n = 390,000). AID 588590
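Pol iota at 10 nM preincubated 15 min with compounds at room temperature; reaction started with fluorescent substrate, 50 nM final. Fluorescence read kinetically at 0 and 10 min; buffer-only wells as negative control.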
BLM helicase inh – Bloom syndrome helicase (human) inhibition; P54132; recombinant BLM DNA unwinding, fluorescence dequenching; Potency, µM (highest dose often 56.1 µM), for the others: at the top dose activity change, negative = inhibition, usual class: inhibitors; actives 0.2% (n = 350,000); AID 2528;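 note: plate controls were vehicle for no effect and no enzyme for full effect; nearly all actives have a fitted effect of over 35% in size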
Target sequence (P54132 whole entry, looked up): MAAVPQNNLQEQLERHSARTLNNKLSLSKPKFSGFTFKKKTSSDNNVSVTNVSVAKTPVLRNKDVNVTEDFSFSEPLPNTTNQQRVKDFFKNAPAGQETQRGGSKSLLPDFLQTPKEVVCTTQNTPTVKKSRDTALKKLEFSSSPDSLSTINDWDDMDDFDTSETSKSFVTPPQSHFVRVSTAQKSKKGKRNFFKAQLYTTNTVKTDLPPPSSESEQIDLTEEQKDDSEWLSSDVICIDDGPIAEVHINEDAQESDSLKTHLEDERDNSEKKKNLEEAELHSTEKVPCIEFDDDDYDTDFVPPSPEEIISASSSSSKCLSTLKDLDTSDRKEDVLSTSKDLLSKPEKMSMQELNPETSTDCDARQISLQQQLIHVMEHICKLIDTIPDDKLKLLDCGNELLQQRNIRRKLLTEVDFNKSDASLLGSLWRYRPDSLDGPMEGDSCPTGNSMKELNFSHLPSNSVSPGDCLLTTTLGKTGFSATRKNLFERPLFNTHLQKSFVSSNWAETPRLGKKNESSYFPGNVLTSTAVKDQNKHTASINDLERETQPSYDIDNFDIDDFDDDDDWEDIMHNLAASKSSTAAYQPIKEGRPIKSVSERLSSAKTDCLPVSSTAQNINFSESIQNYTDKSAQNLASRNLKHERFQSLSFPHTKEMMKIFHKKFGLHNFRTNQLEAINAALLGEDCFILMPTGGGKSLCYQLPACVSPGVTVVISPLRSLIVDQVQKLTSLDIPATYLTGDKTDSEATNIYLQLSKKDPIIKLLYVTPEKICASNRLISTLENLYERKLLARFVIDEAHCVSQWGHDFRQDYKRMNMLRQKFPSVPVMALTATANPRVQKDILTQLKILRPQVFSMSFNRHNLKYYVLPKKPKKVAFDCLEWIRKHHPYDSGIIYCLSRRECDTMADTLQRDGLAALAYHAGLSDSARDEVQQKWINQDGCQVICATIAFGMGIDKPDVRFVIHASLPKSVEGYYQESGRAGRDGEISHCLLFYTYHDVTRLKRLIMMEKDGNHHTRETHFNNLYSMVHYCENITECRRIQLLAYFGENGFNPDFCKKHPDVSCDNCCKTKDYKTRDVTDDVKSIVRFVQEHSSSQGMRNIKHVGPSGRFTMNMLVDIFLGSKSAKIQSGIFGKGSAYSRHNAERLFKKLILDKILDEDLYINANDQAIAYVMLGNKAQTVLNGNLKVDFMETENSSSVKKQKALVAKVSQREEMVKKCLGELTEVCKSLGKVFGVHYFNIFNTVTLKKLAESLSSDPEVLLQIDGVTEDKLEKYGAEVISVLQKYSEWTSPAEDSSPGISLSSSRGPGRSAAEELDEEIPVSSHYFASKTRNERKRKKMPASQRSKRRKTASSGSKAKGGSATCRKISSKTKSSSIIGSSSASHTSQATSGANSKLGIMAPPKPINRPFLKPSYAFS
Pol beta inh – blocks human DNA polymerase beta activity; P06746; Pol beta primer extension/strand displacement, fluorescence kinetic; Potency, µM (highest dose often 114 µM), inactives show top-dose activity change, negative = inhibition, actives largely listed as inhibitors; actives 1.3% (n = 340,000); AID 485314; note: % is set by controls: 0 for no effect and ±100 for the full control effect
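Reaction started by 50 nM substrate onto compound-treated Pol beta (10 nM, 15 min preincubation, room temperature); plates read at 0 min and 10 min. Normalized concentration-effect data fitted by four-parameter Hill equation.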
Active calls of the source: *; ? = inconclusive; / = not tested or not shown; [ ] = remark or other dose. Calls come from the whole dose curve; as a rule, active = well fitted curve in the direction sought with a large enough effect; inconclusive = small, poorly fitted or top-dose-only effect, or another doubt; inactive = no such curve, though single readings can be large; an effect the other way counts as inactive or inconclusive. Potency is the fitted concentration of half-maximal effect. Not all compounds are listed; the hit share may differ from the screen's.

1. Cc1ccc(-n2nc3c(=O)n(C(C)C(=O)O)nc(C)c3c2C)cc1 (stereo unspecified)
2. N#Cc1c(-c2ccccc2)nc(SCc2ccc(Cl)cc2)[nH]c1=O
3. COCCCNC(=O)CN1C(=O)c2c(c3ccccc3n2C)C1c1ccc(OC)cc1 (stereo unspecified)
4. O=C(Nc1cc(Cl)ccc1-n1cncn1)c1ccc(F)c(S(=O)(=O)N2CCOCC2)c1
5. CCOC(=O)N1CCN(C(=O)CSC2=NS(=O)(=O)c3cc(F)ccc3N2)CC1
6. CC(=O)Nc1nonc1-c1nnc(SCc2ccccc2F)n1C
7. Cc1ccc(-n2c(-c3ccncc3)nnc2-c2ccco2)cc1
8. Cc1ccc([N+](=O)[O-])cc1N(CC(=O)Nc1ccc(S(=O)(=O)Nc2cccc(C(F)(F)F)c2)cc1)S(C)(=O)=O
9. COc1nc(-c2ccc(C)cc2)ccc1-c1noc(-c2ccc(C(C)(C)C)cc2)n1
10. O=C(N/N=C1/CC(c2ccccc2)Oc2ccccc21)C1CC1 (stereo unspecified)

assay / entry | 1 | 2 | 3 | 4 | 5 | 6 | 7 | 8 | 9 | 10
Pol eta inh | / | 79µM* | -11% | -7% | -15% | 5% | -4% | -6% | -7% | -9%
APEX1 inh | / | 26% | / | -2% | -7% | / | 12% | -1% | / | 2%
G9a block | 9%[59 µM] | -1% | 2%[59 µM] | ? | -9% | 2%[59 µM] | ? | -46%[59 µM] | 19%[59 µM] | -10%[59 µM]
JMJD2A Tudor | -6% | -16% | 6% | -14% | -5% | 14% | -8% | ? | -1% | -9%
BAZ2B block | -1% | -14% | -16% | 9% | 10% | -5% | 8% | ? | 1% | -3%
POLK inh | -5% | -2% | -6% | -12% | 3% | 3% | -3% | -24% | -18% | 1%
POLI inh | -4% | ? | 6% | 40%[activator] | 32%[activator] | 6% | 10% | 10% | ? | -12%
BLM helicase inh | -2% | -8% | -1% | / | / | 0% | -3% | -9% | -2% | 1%
Pol beta inh | 47%[activator] | ? | -20% | / | / | 21% | 11% | -15% | 19% | -1%

Some of the entries above in a different format.
| item | SMILES | Pol eta inh | APEX1 inh | G9a block | JMJD2A Tudor | BAZ2B block | POLK inh | POLI inh | BLM helicase inh | Pol beta inh |
| --- | --- | --- | --- | --- | --- | --- | --- | --- | --- | --- |
| 1 | Cc1ccc(-n2nc3c(=O)n(C(C)C(=O)O)nc(C)c3c2C)cc1 (stereo unspecified) | / | / | 9%[59 µM] | -6% | -1% | -5% | -4% | -2% | 47%[activator] |
| 2 | N#Cc1c(-c2ccccc2)nc(SCc2ccc(Cl)cc2)[nH]c1=O | 79µM* | 26% | -1% | -16% | -14% | -2% | ? | -8% | ? |
| 3 | COCCCNC(=O)CN1C(=O)c2c(c3ccccc3n2C)C1c1ccc(OC)cc1 (stereo unspecified) | -11% | / | 2%[59 µM] | 6% | -16% | -6% | 6% | -1% | -20% |
| 4 | O=C(Nc1cc(Cl)ccc1-n1cncn1)c1ccc(F)c(S(=O)(=O)N2CCOCC2)c1 | -7% | -2% | ? | -14% | 9% | -12% | 40%[activator] | / | / |
| 5 | CCOC(=O)N1CCN(C(=O)CSC2=NS(=O)(=O)c3cc(F)ccc3N2)CC1 | -15% | -7% | -9% | -5% | 10% | 3% | 32%[activator] | / | / |
| 6 | CC(=O)Nc1nonc1-c1nnc(SCc2ccccc2F)n1C | 5% | / | 2%[59 µM] | 14% | -5% | 3% | 6% | 0% | 21% |
| 7 | Cc1ccc(-n2c(-c3ccncc3)nnc2-c2ccco2)cc1 | -4% | 12% | ? | -8% | 8% | -3% | 10% | -3% | 11% |
| 8 | Cc1ccc([N+](=O)[O-])cc1N(CC(=O)Nc1ccc(S(=O)(=O)Nc2cccc(C(F)(F)F)c2)cc1)S(C)(=O)=O | -6% | -1% | -46%[59 µM] | ? | ? | -24% | 10% | -9% | -15% |
| 9 | COc1nc(-c2ccc(C)cc2)ccc1-c1noc(-c2ccc(C(C)(C)C)cc2)n1 | -7% | / | 19%[59 µM] | -1% | 1% | -18% | ? | -2% | 19% |

Next part:
11. CCOC(=O)c1ccc(CN(Cc2ccc(Cl)cc2Cl)S(=O)(=O)c2cccc(Cl)c2)cc1
12. CCCCP(=O)(CCCC)CCP(=O)(c1ccccc1)c1ccccc1
13. CCn1c2ccccc2c2cc(CN3CCN(Cc4cc(OC)c(O)c(OC)c4)CC3)ccc21
14. c1ccc2c(c1)nc(Nc1ccc(N3CCCCC3)cc1)c1nncn12
15. Cc1[nH]c2ccccc2c1C(=O)COC(=O)Cn1c(C)nc2ccccc21
16. COc1ccc(CNC(=O)[C@H](C)NC(=O)N2CCn3c2nc2ccccc23)cc1
17. Cc1cc2ccccn2c1C(=S)NC(=O)c1ccccc1
18. Cc1[nH]c2ccc(Br)cc2c1CCNC(=O)c1cc2ccccc2oc1=O
19. Cc1ccc2nc(SCC(=O)Nc3cc([N+](=O)[O-])ccc3F)[nH]c2c1
20. CCOC(=O)C1CCCN(S(=O)(=O)c2ccc(Cl)nc2)C1 (stereo unspecified)

assay / entry | 11 | 12 | 13 | 14 | 15 | 16 | 17 | 18 | 19 | 20
Pol eta inh | -10% | -14% | -18% | -18% | -3% | -23% | -21% | 1% | -13% | -17%
APEX1 inh | / | -7% | / | 17% | 4% | 18% | 7% | / | 6% | 4%
G9a block | 10%[59 µM] | ? | 0.71µM* | 16µM* | -4%[59 µM] | 14% | ? | -3%[59 µM] | 25µM* | -2%
JMJD2A Tudor | 24% | -4% | 11µM* | 45µM* | -6% | -6% | 50µM* | -16% | -15% | -1%
BAZ2B block | 24% | -2% | 22µM* | 28µM* | -5% | -29% | 14µM* | -9% | ? | 5%
POLK inh | 0%[60.1 µM] | -10% | -26% | -16% | -19% | 1% | -6% | -12% | -1% | -6%
POLI inh | -4% | -6% | 1% | 21% | 109%[activator] | 12% | 11% | -16% | 26% | 26%
BLM helicase inh | 0% | 3% | -11% | 4% | -1% | 0% | -6% | -7% | -2% | /
Pol beta inh | -1% | 2%[57.1 µM] | -26% | 1% | 16% | 22% | 22% | 1% | 2% | /

21. CCOC(=O)c1c(/N=C/C2=C(O)CCCC2=O)sc(C)c1C
22. CCOC(=O)c1sc(NC(=O)c2cc(CC)on2)c(C(=O)OCC)c1C
23. Cc1ccc(C)c(C(=O)CCC(=O)NNC(=O)c2cccs2)c1
24. CCc1ccc(OCc2ccc(C(=O)O)o2)cc1
25. CCc1nnc(NC(=O)c2cccs2)s1
26. CCOC1=C/C(=C/c2c(N)n3nc(-c4ccccc4)sc3nc2=O)C=CC1=O
27. CNc1nc(-c2ccc3c(c2)CCN3C(=O)c2ccccc2C)cs1
28. COc1cc2c(cc1OC)-c1cc3ccc(OC)c(OC)c3c[n+]1CC2
29. CCOC(=O)c1c(C)[nH]c(C)c1C(=O)CSc1nnnn1-c1ccccc1
30. CC(C)CN(C(=O)COC(=O)Cc1n[nH]c(=O)c2ccccc12)C1CCS(=O)(=O)C1 (stereo unspecified)

assay / entry | 21 | 22 | 23 | 24 | 25 | 26 | 27 | 28 | 29 | 30
Pol eta inh | -15% | -12% | -16% | -14% | -18% | 28µM* | -15% | -16% | -2% | -17%
APEX1 inh | 6% | / | 25% | 62%[activator] | 1% | -8% | 1% | -14% | -3% | -1%
G9a block | -3%[59 µM] | -3%[59 µM] | / | -42% | ? | 40µM* | 22µM* | -1%[59 µM] | 8% | -8%[59 µM]
JMJD2A Tudor | -12% | 4% | -4% | -2% | -6% | -32% | ? | -28% | -8% | 6%
BAZ2B block | -3% | 3% | / | -13% | 1% | 40µM* | 50µM* | 13% | ? | 11%
POLK inh | 1% | 7% | -15% | -28% | 6% | ? | 9% | -9% | -23% | -10%
POLI inh | -18% | 30% | -1% | 19% | 28% | ? | -8% | -17% | 13% | 1%
BLM helicase inh | 1% | -3% | / | 2% | -4% | -23% | -4% | 134%[activator] | -5% | -2%
Pol beta inh | 2% | 20% | / | 26% | 3% | 35µM* | -12% | / | -10% | 1%

31. Cc1ccc(-c2cc(Cc3ccccc3)c(=O)[nH]n2)cc1
32. N#C/C(=C/c1ccc(-c2cccc([N+](=O)[O-])c2)o1)C(=O)Nc1nc(-c2cccs2)cs1
33. CCC(C)(C)NC(=O)CN(C(=O)c1csnn1)c1cccc2c1CCCC2
34. COc1cccc(OCc2cc(/C=N/Nc3ccc(C(=O)O)cc3)ccc2OC)c1
35. O=C(COC(=O)c1ccc(O)cc1)Nc1ccccc1-c1ccccc1
36. CCCCC(=O)NC1=C(C(=O)OC)SCC1
37. CCCCOC(=O)c1ccc(NC(=O)C(=O)NCc2ccccn2)cc1
38. CCN(CCO)Cc1csc2cc(C)ccc12
39. CC(Oc1ccc(Cl)cc1Cl)C(=O)OCn1nnc2ccccc2c1=O (stereo unspecified)
40. O=C(/C(C=Nc1cc2c(oc1=O)CCCC2=O)=C(\O)c1ccccc1)c1ccccc1
41. COc1ccc(NC(=O)C2CCC(CNS(=O)(=O)c3cccs3)CC2)cc1 (stereo unspecified)

assay / entry | 31 | 32 | 33 | 34 | 35 | 36 | 37 | 38 | 39 | 40 | 41
Pol eta inh | -6% | -1% | -10% | 50µM* | -12% | -2% | 2% | -12% | 1% | -19% | -1%
APEX1 inh | 0% | / | 3% | 0% | 5% | 0% | -1% | -4% | 0% | 0% | 2%
G9a block | 6% | / | 41% | ? | -10%[59 µM] | 4.5µM* | 11%[59 µM] | ? | 26% | ? | 0%
JMJD2A Tudor | -13% | -25% | -8% | 56µM* | -18%[57.1 µM] | ? | -8% | 5% | 24% | ? | 1%
BAZ2B block | -12% | / | -16% | 56µM* | 0% | ? | -1% | 0% | 19% | ? | -6%
POLK inh | 0% | -36% | -8% | -13% | 3% | -11% | -12% | -1% | -9% | -17% | -5%
POLI inh | -16%[58.9 µM] | ? | -11% | 8% | 10% | 18% | 110%[activator] | 119%[activator] | 7% | 18% | -7%
BLM helicase inh | -3% | / | -7% | -10% | -3% | 1% | -3% | 3% | -8% | -6% | -8%
Pol beta inh | 5% | / | 4% | -3% | 7% | 16% | -4% | 5% | -10% | -3% | 4%

Compound activity: PubChem, National Center for Advancing Translational Sciences (NCATS)
